Compound activity (PubChem)
mcGAS lum: blocks mouse cGAS activity; AID 1259399; 160,000 tested, 0.15% active; inhibition, % at 12.5 µM; Q8C6L5; recombinant cGAS, Kinase-Glo ATP depletion luminescence;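 also: 0% = negative control wells and 100% = reference inhibitor with no enzyme activity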
NPYLR7 ag: activates Aedes aegypti NPYLR7 receptor; HEK293T NPYLR7/Galpha15, GCaMP6s calcium fluorescence; activation, % at 10 µM; 270,000 tested, 0.15% active; AID 1259423; in the data active = activation above about 40%;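 also: 0% = vehicle and 100% = reference agonist at the receptor; some compounds past the cut are filed as inactive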
hcGAS inh: blocks human cGAS activity. Q8N884. recombinant h-cGAS, ATP depletion, Kinase-Glo luminescence. inhibition, % at 12.5 µM. 290,000 tested, 0.081% active;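 also: 0% = vehicle reaction and 100% = reaction without DNA for no activity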
Target sequence (Q8N884 whole entry, looked up): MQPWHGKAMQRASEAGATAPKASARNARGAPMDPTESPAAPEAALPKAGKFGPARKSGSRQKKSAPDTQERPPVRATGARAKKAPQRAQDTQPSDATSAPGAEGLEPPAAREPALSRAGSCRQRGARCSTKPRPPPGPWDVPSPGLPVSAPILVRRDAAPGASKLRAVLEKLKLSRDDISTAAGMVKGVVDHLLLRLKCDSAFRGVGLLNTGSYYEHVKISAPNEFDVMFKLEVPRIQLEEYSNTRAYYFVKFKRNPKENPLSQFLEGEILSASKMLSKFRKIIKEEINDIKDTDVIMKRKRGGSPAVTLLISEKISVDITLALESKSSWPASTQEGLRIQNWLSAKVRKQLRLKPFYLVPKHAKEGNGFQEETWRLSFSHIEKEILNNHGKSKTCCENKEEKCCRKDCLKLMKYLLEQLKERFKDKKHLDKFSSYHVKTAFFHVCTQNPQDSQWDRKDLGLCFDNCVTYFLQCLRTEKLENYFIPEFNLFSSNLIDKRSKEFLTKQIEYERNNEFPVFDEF
Active calls of the source: *; · = no result given; & = joins results of further samples. Rule as the data show it, unless noted: active = inhibition above about 40%; inactive = the rest.

SMILES	mcGAS lum	NPYLR7 ag	hcGAS inh
Clc1ccc2c(c1)CCCN2Cc1nnnn1C1CC1	·	-3	-1
CC1=C(C(=O)N(Cc2cccnc2)CC2CCN(Cc3ccccc3C)CC2)OCCO1	·	6	2
CNc1cc(-c2ccc(C)cc2)ncn1	·	2	-8
COc1cccc2c1OCC(NCCCOc1cccnc1)C2 (stereo not given)	-2	-2	0
CN(C)Cc1ccc(CSCCNC(=O)[C@H]2CCC[C@@H](O)C2)o1	-6	·	-16
CCCCNC(=O)C1(C)CCCCN1C(=O)c1cc(OC)ccc1Br (stereo not given)	-5	5	-11
Cc1cccn2c(=O)cc(CN3CCc4ccc(F)cc43)nc12	·	-1	-6
CN(CC(=O)Nc1c(Cl)cccc1Cl)C(=O)c1ccc(Cl)c(N2CCCC2=O)c1	-8	1	-5
CCCCc1ccc(C(=O)N2CCN(c3nc(-c4cccc(C(F)(F)F)c4)nc(C)c3CC)CC2)cc1	1	-11	-1
CC1CCCCN1C(=O)NC1CC(=O)N(c2ccc3c(c2)OCCO3)C1 (stereo not given)	-7	-5	-3
O=C1c2ccccc2C2C3CC=CC3c3c(ccc4ccccc34)N12 (stereo not given)	·	-15	-6
CC(C)C(=O)OCc1cc(=O)n2cc(Br)ccc2n1	·	2	-6
CCC(C(=O)N1CCCN(c2nc(Cc3ccccc3)ns2)CC1)c1ccccc1 (stereo not given)	-5	-6	-6
COc1ccc(CNC(=O)/C(C#N)=C/N2CCN(c3cccc(C(F)(F)F)c3)CC2)cc1	·	4	-6
O=C(CN1CN(c2ccccc2)C2(CCN(S(=O)(=O)c3ccc([N+](=O)[O-])cc3)CC2)C1=O)NC1CCCCC1	-8	25	-10
CC(c1cccs1)N(C)Cc1cnc(N)nc1 (stereo not given)	-10	3	-4
COc1ccccc1OCC(=O)c1ccc2c(c1)N(Cc1nc(C(=O)O)co1)C(=O)CO2	·	21	-2
Cc1nc2ccc(Cl)cn2c(=O)c1NC(=O)C(C)Oc1cccc(F)c1 (stereo not given)	-9	-2	-5
CCOc1cccc(-c2cn3c(NC(=O)Cc4cccc(OC)c4)cnc3cn2)c1	-1	14	0
Cc1ccc(C)c(CSc2nc3c(c(=O)n2C)SCC3)c1	-2	-1	2
COC(=O)c1cc(S(=O)(=O)N2CCC(N(C)C3CCCCC3)CC2)c[nH]1	-3	·	-1
O=C([C@H]1C[C@@H]2C=C[C@H]1C2)N1CCC(CO)(CCOc2ccccc2)CC1	-10	-1	-2&-6
CCCc1nnc2c(C(=O)NCC(C)(C)CN(C)C)cccn12	-5	-1	-2
O=c1c2cc(Cl)ccc2nc2ccc(N3CCCC3)nn12	1	-1	4
Cc1nnc(SCC(=O)N2CCCCCC2)c2c1cnn2-c1ccccc1	-10	-11	-8

Carrying on:
SMILES	mcGAS lum	NPYLR7 ag	hcGAS inh
CCCn1nnnc1CN1CCSCC1c1ccccc1 (stereo not given)	·	12	1
CN(C)CC(C)(C)CNC(=O)C1CCCCC1C(=O)N1CCc2c([nH]c3ccccc23)C1 (stereo not given)	1	-6	-2
CCN(Cc1nccn1Cc1ccc(Cl)c(Cl)c1)C(=O)C1CCCC1	-4	-2	13
O=C1OC(c2cc(I)c(O)c(I)c2)(c2cc(I)c(O)c(I)c2)c2ccccc21	·	0	3
O=C(CC12CC3CC(CC(C3)C1)C2)N=C1N=C2C=CC=CN2Cc2ccccc21	-4	1	-9
COc1cccc2cc(-c3csc(Nc4ccc(C#N)cc4)n3)c(=O)oc12	-4	-1	-6
COc1ccc(-c2cccc(-c3cccc(NC(=O)c4cc5ccccc5s4)c3)n2)cc1	-7	3	-7
Cc1cc(C(=O)Nc2nn(C)c3c2C(c2cccs2)CC(=O)N3)c(C)o1 (stereo not given)	-10	-13	-2
CN1C[C@@H]2CC[C@H](CC1=O)N2C(=O)c1ccnc(-n2cnnc2)c1	·	12	-3
O=C1CCc2cc(-c3csc(NC(=O)c4ccc(Br)cc4F)n3)ccc2N1	-2	7	2
CC(=O)c1c(C)[nH]c(C(=O)NC2CCCC2)c1C	·	14	-8
Cc1cnn(CCCNC(=O)c2cccc3c2OCC3)c1	·	10	1
O=S(=O)(Nc1ccc(OC(F)F)c(Cl)c1)c1ccccc1	-10	6	-8
Cc1cnc(Cn2cnc(-c3ccccc3)c2CCn2nc(C)cc2C)cn1	·	2	-3
COc1ccc(C2CC(=O)C3C(=Nc4ccccc4NC3c3ccc(N(C)C)cc3)C2)cc1OC (stereo not given)	-5	-3	-3
CC(=NN1CCN(C)CC1)C1C(=O)c2ccccc2C1=O	·	3	2
O=C(Nc1ccc(C(F)(F)F)cc1)N1CCSC1c1cccc(Oc2ccccc2)c1 (stereo not given)	-4	0	-5
COCC1(C(=O)NCc2cc(-c3ccccc3Cl)on2)CCC1	-15	-6	-3
COc1cccc(-c2cc(C(=O)N3CCN(C(=O)c4ccccc4Br)CC3)c(C)n2-c2ccccc2F)c1	0	-4	3
Cc1ccc2c(-c3cc4c(n(CC5CC5)c3=O)CCN(C(=O)c3ccoc3)C4)cccc2n1	0	-3	-11
CCn1nc(C(=O)NNC(=O)c2ccccc2Cc2ccccc2)c2ccccc2c1=O	-9	-1	-6
COc1ccc(CN2CCC(N3CCN(CCO)CC3)CC2)c(OC)c1OC	-5	·	-8
O=C(CC(NC(=O)c1ccccc1Cl)c1ccccc1)NC1=NCCS1 (stereo not given)	-2	0	4
O=C(CNCCN1CCCC1)N(Cc1ccccc1)Cc1cccs1	1	-14	3
Cc1noc(CN(C)C(=O)c2cccnc2N(C)C2CCCCC2)n1	·	16	1

The list continues.
SMILES	mcGAS lum	NPYLR7 ag	hcGAS inh
COc1ccc(O)c(C=NN2CCOCC2)c1	-8	18	-9
COC(=O)CC1SCCNC1=O (stereo not given)	·	1	-3
CCCCC(O)CN(Cc1c(-c2ccccc2)nn(C)c1Oc1ccccc1Cl)CC1CC1 (stereo not given)	-6	-6	-5
CCn1c(C(O)(c2ccccc2)c2ccccc2)nc2ccccc21	-9	-6	-8
CC(CNC(=O)c1cc(F)ccc1F)CN1CCN(C)CC1 (stereo not given)	-6	0&13	-13&-8
O=C(NC1CCC[C@H]1OCc1ccccc1)c1cncn1-c1ccc(-c2ccc(F)c(F)c2)cc1 (stereo not given in full)	-7	22	-3
Cc1nccn1CCC(=O)N1CCCN(CC2CC2)C(C(C)C)C1 (stereo not given)	·	1	-9
COCCN(CCC(=O)Nc1ccccc1)c1nc(-c2ccco2)nc2ccccc12	-8	-3	-7
CN(CCc1cccs1)C(=O)Nc1nnc(C2CC2)s1	·	-23	-8
C=CCN(CC(O)COc1ccccc1C)CC1CC(c2ccc(Cl)cc2)=NO1 (stereo not given)	-4	-2	-5
Cc1c(Br)c([N+](=O)[O-])nn1CC(=O)NCCC1=CCCCC1	-5	-11	-2
CCCc1ccc(S(=O)(=O)N2CC(C)Oc3ncccc32)cc1 (stereo not given)	-14	4	-14
Cc1nc(CCNC(C)Cn2cncn2)nc2c1CCCC2 (stereo not given)	-11	·	-7
CC(C(=O)c1ccc(Cl)cc1)N(C(=O)c1ccc(Cl)cc1Cl)N1C(=O)CCC1=O (stereo not given)	·	-16	-3
CCOC(=O)c1ccc2c(c1)nc(SCc1cc(C(F)(F)F)ccc1F)n2Cc1ccccc1	-4	3	-1
CCc1ccc[n+](C2=C(c3c(CC)[nH]n(-c4cccc(Cl)c4)c3=O)C(=O)N(C(C)C)C2=O)c1	-10	12	-14
Cc1ccc(C)c(S(=O)(=O)N2CCN(C(=O)NC3CC3)CC2)c1	·	-4	-2
CCCCN(CC(=O)N1c2ccccc2-n2cccc2C1c1ccc(OC)cc1)C(=O)Nc1ccc(F)c(F)c1 (stereo not given)	0	-8	-1
CC(C)C(NS(=O)(=O)c1ccc2c(c1)OCCCO2)C(=O)Nc1ccc2c(c1)CCC2 (stereo not given)	·	4	-14
CC(C)Cc1nc(N2CCN(C(=O)COc3ccccc3)CC2)c2c(-c3cccc(C(F)(F)F)c3)noc2n1	-5	15	-2
CCc1c(C)nn(-c2ccc(C(=O)NCCCc3ccccc3)cc2)c1C	-2	-7	-6
Cc1cc2c(cc1-n1cnnc1)OCO2	·	2	-7
C(=NNc1nncc2ccccc12)c1ccc2c(c1)OCCO2	·	0	-37
Cc1ccc(S(=O)(=O)N2CCN(C(=O)CCc3ccco3)CC2)cc1C	-6	-2	-2
Cc1noc(C)c1CN(C)C(=O)C1CCN(C2CCS(=O)(=O)C2)CC1 (stereo not given)	-3	·	-2

The results go on.
SMILES	mcGAS lum	NPYLR7 ag	hcGAS inh
O=C(Cc1nc(-c2ccncc2)n[nH]1)NCCc1cccs1	-10	5	-15
COc1ccc2nc(N(CCN(C)C)C(=O)c3cc(C)n(C)n3)sc2c1	0	9	3
Cc1ccc(C2(C(F)(F)F)N=C(Cl)C(C#N)=C3C=CC=CN32)cc1 (stereo not given)	·	15	-5
Cc1ccc(OCCSc2nc3ccccc3n2CC(O)CO)cc1C (stereo not given)	-2	-3	0
Cc1cc(C(NC(=O)N(C)Cc2ncnn2C)C(C)C)c(C)s1 (stereo not given)	-7	5	-4
COc1cc(C(=O)O)ccc1OC(C)C(=O)NC1CCCCCC1 (stereo not given)	-15	12	-10
COCCN(C)c1ccc(-c2nc(-c3ccccc3F)no2)cn1	·	10	-12
O=C(Nc1ccc(I)cn1)C1CCOCC1	-16	-1	-5
CN(C)CCNC(=O)c1coc(CN(Cc2ccc(F)cc2)Cc2cccc(Cl)c2)n1	-1	1	4
CCCn1c(C(=O)NCC(C)C)cc2c(=O)n(C)c(=O)n(C)c21	-7	-2	-8
C=CCNC(=O)NC1CCN(c2ccccc2C(=O)NCc2cccnc2)CC1	-4	23	-1
Cc1csc(=O)n1CCN(C)Cc1ccc(-c2ccccc2)cc1	·	10	-5
Cn1c2ccc(Br)cc2c2nnc(SCc3ccc4nonc4c3)nc21	·	1	-6
CCOCCn1c(=NC(=O)c2cc(C)nn2CC)sc2cc(S(N)(=O)=O)ccc21	-7	5	-6
Cc1cc(Oc2cc(N3CCN(C(=O)C(C)(C)CCl)C(C)C3)ncn2)ccc1Cl (stereo not given)	-5	-7	-2
COc1ccccc1/C=N\N(CCOC(=O)c1ccccc1OC)C1=NS(=O)(=O)c2ccccc21	1	-18	8
O=C(C1CCCCC1)N1CCCC1c1nn2c(C3CC3)nnc2s1 (stereo not given)	·	2	-9
CCCc1nc(C)cc(N2CCN(c3ncccc3C(N)=O)CC2)n1	-17	24	-5
O=C(CCCCC(=O)NN1C(=O)C2C3C=CC(C3)C2C1=O)NN1C(=O)C2C3C=CC(C3)C2C1=O (stereo not given)	-6	6	-2
CN(C)CCN(C1CCCCC1)S(=O)(=O)c1ccc2c(c1)OCCO2	·	16	-8
CCN(CC)S(=O)(=O)c1ccc2c(c1)nc(SCc1ccc(NC(C)=O)cc1)n2Cc1ccco1	1	-2	2
CN(CCN(C)[C@@H]1c2ccccc2C2(CCNCC2)[C@H]1O)C1CCCC1	·	3	-4
Cc1cccc(Cn2c(=O)c3c(nc4n3CC(C)CN4CCc3ccccc3)n(C)c2=O)c1 (stereo not given)	-8	4	-5
Cc1cccc(Cn2c(N3CCC(C)CC3)nc3c2c(=O)n(C)c(=O)n3C)c1	·	-3	-2

Of the compounds above, 15 contain a Cl atom.
SMILES	mcGAS lum	NPYLR7 ag	hcGAS inh
Clc1ccc2c(c1)CCCN2Cc1nnnn1C1CC1	·	-3	-1
CN(CC(=O)Nc1c(Cl)cccc1Cl)C(=O)c1ccc(Cl)c(N2CCCC2=O)c1	-8	1	-5
Cc1nc2ccc(Cl)cn2c(=O)c1NC(=O)C(C)Oc1cccc(F)c1 (stereo not given)	-9	-2	-5
O=c1c2cc(Cl)ccc2nc2ccc(N3CCCC3)nn12	1	-1	4
CCN(Cc1nccn1Cc1ccc(Cl)c(Cl)c1)C(=O)C1CCCC1	-4	-2	13
O=S(=O)(Nc1ccc(OC(F)F)c(Cl)c1)c1ccccc1	-10	6	-8
COCC1(C(=O)NCc2cc(-c3ccccc3Cl)on2)CCC1	-15	-6	-3
O=C(CC(NC(=O)c1ccccc1Cl)c1ccccc1)NC1=NCCS1 (stereo not given)	-2	0	4
CCCCC(O)CN(Cc1c(-c2ccccc2)nn(C)c1Oc1ccccc1Cl)CC1CC1 (stereo not given)	-6	-6	-5
C=CCN(CC(O)COc1ccccc1C)CC1CC(c2ccc(Cl)cc2)=NO1 (stereo not given)	-4	-2	-5
CC(C(=O)c1ccc(Cl)cc1)N(C(=O)c1ccc(Cl)cc1Cl)N1C(=O)CCC1=O (stereo not given)	·	-16	-3
CCc1ccc[n+](C2=C(c3c(CC)[nH]n(-c4cccc(Cl)c4)c3=O)C(=O)N(C(C)C)C2=O)c1	-10	12	-14
Cc1ccc(C2(C(F)(F)F)N=C(Cl)C(C#N)=C3C=CC=CN32)cc1 (stereo not given)	·	15	-5
CN(C)CCNC(=O)c1coc(CN(Cc2ccc(F)cc2)Cc2cccc(Cl)c2)n1	-1	1	4
Cc1cc(Oc2cc(N3CCN(C(=O)C(C)(C)CCl)C(C)C3)ncn2)ccc1Cl (stereo not given)	-5	-7	-2
